Source: PubChem BioAssay
Statin myotox sup: suppressors of statin myotoxicity in C2C12 myotubes, primary screen, cell-based, single point, plate reader; C2C12 myotubes + simvastatin, ATP luminescence, 48 h; scaled: DMSO 0, geranylgeraniol control 100; rescue of ATP level, % at 7.49 µM; 0.78% of 330,000 active;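 active = mean ATP rescue above about 67%, or every replicate alone reaching that limit, limit read from the data, passing the limit was not always enough; inconclusive = no clear call, values can overlap the other calls; inactive = mean under the limit and some replicate under it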;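 also: myotubes were challenged with 10 µM simvastatin during compound exposure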
PGC1a acetyl inh: inhibitors of PGC1a acetylation signal, primary screen, cell-based, U2OS, AlphaScreen, inhibitor mode. AlphaScreen anti-acetyl-lysine; with virally co-expressed GCN5 acetyltransferase. inhibition, % at 15.6 µM. 0.17% of 350,000 active. AID 651687, 2012;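 active = every replicate shows inhibition of at least 40%; inconclusive = mean inhibition at least 40% but some replicate below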;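 also: 0% = neutral control wells and 100% = positive control wells; some results beyond the cut were filed as inactive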
LGR2 antag: inhibitors of bursicon-induced LGR2 CRE-luciferase signal, primary screen, cell-based, HEK293, CRE-luciferase reporter, bursicon stimulation. Drosophila bursicon receptor LGR2 (rickets). bursicon-stimulated, 4 h. inhibition, % at 9.99 µM. 0.35% of 380,000 active. AID 720647, 2013;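 active = drop in luminescence signal, shown as inhibition above about 50% in the replicate tests, limit read from the data, passing the limit was not always enough; inconclusive = probably only some replicates passing the limit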;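 also: agonist challenge used bursicon conditioned medium at about half maximal strength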
SIRT5 block: SIRT5 desuccinylase inhibitors, primary screen, biochemical, fluorescence imaging, single point, set 5; NAD-dependent protein deacylase sirtuin-5, mitochondrial (Homo sapiens), Q9NXA8; Purified SirT5, succinyl-peptide AMC, trypsin-coupled fluorescence; inhibition, % at 15 µM; 1.1% of 330,000 active; in the data active = inhibition above about 15%; inconclusive = no clear call, values can overlap the other calls
Target sequence (Q9NXA8 whole entry, looked up): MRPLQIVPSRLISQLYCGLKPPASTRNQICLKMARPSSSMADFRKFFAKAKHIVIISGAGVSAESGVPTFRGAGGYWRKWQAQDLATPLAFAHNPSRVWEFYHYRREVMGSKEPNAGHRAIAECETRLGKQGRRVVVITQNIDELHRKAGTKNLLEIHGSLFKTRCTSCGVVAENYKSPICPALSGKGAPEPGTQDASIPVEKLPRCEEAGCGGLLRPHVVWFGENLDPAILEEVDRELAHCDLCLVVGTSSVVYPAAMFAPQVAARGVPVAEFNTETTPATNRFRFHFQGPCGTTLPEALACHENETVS
XiGFP reactiv: activators of inactive X chromosome reactivation, primary screen, imaging, XiGFP fibroblasts, GFP high-content imaging, set 2; activation, % at 7.58 µM; XiGFP mouse fibroblasts, % GFP-positive cells imaging, 3 d; cells co-treated with 5-aza-dC sensitizer; scaled so ellipticine positive control = 100%; 0.055% of 360,000 active;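 active = mean normalized replicate activation at least 10% and every replicate at or above 10%; inconclusive = only one of the two criteria met; inactive = mean below 10% and not all replicates reach 10%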;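 also: 0% = median of on-plate neutral control wells and 100% = ellipticine 6 µM median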
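Material: SV40-immortalized XiGFP fibroblast cells, line 68-5-11 | Buffer or medium: DMEM containing 5-aza-dC | Dosing: One concentration, pinned | Times: 3 d treatment, 15 min room-temperature fixation | Controls: Ellipticine 6 µM positive control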
S100A4 inh HTS: inhibitors of S100A4-myosin IIA peptide binding, primary screen, biochemical, fluorescence polarization, TAMRA-MyoIIA peptide | inhibition, % at 10.7 µM | 0.14% of 360,000 active;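 active = mean inhibition of at least 70% across replicates, with every replicate also reaching that level; inconclusive = mean inhibition reaches 70% but some replicates fall short; inactive = mean inhibition below 70%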
Target sequence (P26447 whole entry, looked up): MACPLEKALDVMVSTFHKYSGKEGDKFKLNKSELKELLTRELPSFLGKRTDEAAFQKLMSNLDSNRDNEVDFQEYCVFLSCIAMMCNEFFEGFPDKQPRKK
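incubation = readout 5 min after mixing, signal stable up to 60 min | system = S100A4 monomer protein | buffer or medium = HEPES pH 7.2 with CaCl2, KCl, NaCl, DTT, Triton | benchmarks = neutral control DMSO, positive control TFP | also added = fluorescent myosin IIA peptide, 5 nM | compound dosing = one concentration per compound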
ERAP1 inh: human ERAP1 aminopeptidase inhibitors, primary screen, biochemical, single point, plate reader. recombinant ERAP1, Leu-AMC fluorescence, 60 min. inhibition, % at 10.7 µM. 0.15% of 340,000 active;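 active = mean replicate inhibition of at least 30%, or all replicates individually reaching that 30% level; inactive = mean below 30% and not every replicate reaching it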;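 also: 0% = neutral control wells and 100% = L-leucinethiol positive control wells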
Cneo AK release: Cryptococcus neoformans cell lysis inducers, primary screen, AK release luminescence, single concentration | C. neoformans lysis, adenylate kinase release luminescence, 4 h; normalised: neutral wells 0, clomiphene wells 100 | 0.2% of 360,000 active | lysis activity, % at 15 µM | AID 651654, 2012;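 active = mean lysis activity across replicates of at least 80%, whatever share of replicates individually reach that level; inactive = mean lysis activity below 80%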
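read-out = cell lysis signal | test system = log-phase Cryptococcus neoformans yeast cells | input = cells at 5 × 10^6 per mL | medium = fresh YPD growth medium | signal = luminescent adenylate kinase detection reagent | timing = 4 h at 37 °C static, read 1 h later | dosing = single dose | controls = Clomiphene as positive lysis control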
Starred values were filed as active, the others as inactive; ? = inconclusive; / = no result given; & = joins results of further samples; ! = not confirmed by another sample. An excerpt (hit frequency here may not be typical).

SMILES	Statin myotox sup	PGC1a acetyl inh	LGR2 antag	SIRT5 block	XiGFP reactiv	S100A4 inh HTS	ERAP1 inh	Cneo AK release
CCC(NC(=O)CNC(=O)CNC(=O)c1ccc(Cl)cc1Cl)c1ccc(C)cc1 (configuration not stated)	-2	/	-16	/	0.2	3	-2	-1
O=C1CCCCc2sc(Br)c([N+](=O)[O-])c2N1	22	-12	-11	/	0.1	-4	/	1
COC1=CC(=O)OC(c2cccc(OC)c2)C1 (configuration not stated)	/	/	12	0	0.1	0	-5	/
O=C(C[C@H]1CC[C@@H]2[C@H](COC[C@@H](O)CN2Cc2cccc(Cl)c2)O1)NCc1cccc(F)c1	18	5	-6	0	0.2	1	0	-3
COc1ccc(C(=O)NCCNC(=O)c2ccc(OC)cc2)cc1	-6	3	-9	0	-0.1	2	-1	5
Cc1ccnc2nc(C(=O)Nc3cc(Cl)ccc3N3CCOCC3)nn12	-3	-7	12	/	/	/	/	-2
CCC(=O)N1CC2(C1)[C@H](c1ccc(C3=CCCC3)cc1)[C@H](CO)N2C(=O)COC	/	/	-4	-4	0.1	-13	1	/
O=C(C[C@@H]1CC[C@H](NC(=O)Nc2ccc(F)cc2)[C@@H](CO)O1)NCc1ccccn1	2	1	-1	2	-0.5	-12	-5	-1
COc1cccc(NC(=O)c2c(F)cccc2F)c1	-15	-11	-48	-4	0.0	1	0	2
C[C@H](CO)N1C[C@H](C)[C@H](CN(C)C(=O)NC2CCCCC2)Oc2c(NS(=O)(=O)c3ccc(Cl)cc3)cccc2C1=O	-23	-5	-8	-3	0.6	-10	-1	-4
O=C(CC1C(=O)NCCN1Cc1ccccc1)NCCN1CCCCC1=O (configuration not stated)	-8	1	4	-5	0.0	3	-2	18
O=C(NCc1cc(F)cc(F)c1)[C@H]1[C@H](CO)[C@H]2Cn3c(cccc3=O)[C@@H]1N2C(=O)c1ccccn1	/	-3	2	-9	0.1	5	2	/
Cc1ccc(/C=N/NC(=O)Nc2ccccc2)o1	/	/	-47	4	0.1	-1	1	/
C[C@@H]1CCCCO[C@@H](CN(C)S(=O)(=O)c2cn(C)cn2)[C@@H](C)CN([C@@H](C)CO)C(=O)c2cc(NC(=O)CCCN(C)C)ccc2O1	/	-7	-9	5	0.1	1	2	-1
Cn1c(SCC(=O)Nc2cccc(O)c2)nnc1-c1ccc(S(=O)(=O)N2CCOCC2)cc1	-2	-7	-6	/	/	/	/	-2
CC(Oc1ccc(-n2cnnn2)cc1)C(=O)O (configuration not stated)	-2	3	-9	-3	0.2	9	-1	0
COc1cccc(NC(=O)Nc2ccc3c(c2)OC[C@@H](C)NC[C@H](C)[C@@H](OC)CN(C)C3=O)c1	3	2	-4	-1	0.3	-1	-4	9
C[C@@H]1CCCCO[C@H](CN(C)CC2CCCCC2)[C@H](C)CN([C@H](C)CO)C(=O)c2cc(NC(=O)Nc3ccc(F)cc3)ccc2O1	/	0	15	-8	-0.1	3	-3	3
Cc1ccc(S(=O)(=O)N(C)C[C@H]2OCCCC[C@@H](C)Oc3ccc(NC(=O)NC4CCCCC4)cc3C(=O)N([C@H](C)CO)C[C@@H]2C)cc1	/	-4	-12	4	0.4	-10	-4	-3
CN1C(=O)c2cc(NC(=O)c3cscn3)ccc2OC[C@@H]2O[C@H](CC(=O)N3CCCCC3)CC[C@@H]21	13	-2	-6	2	2.0	2	-4	-1
COc1ccc(C(=O)N/N=C/c2sc(N3CCOCC3)nc2-c2ccccc2)cc1OC	-23	5	22	1	0.4	-5	-4	3
Cc1sc2ccc3sccc3c2[n+]1C	45	0	9	0	0.0	2	25	-1
COCC#Cc1cnc2c(c1)C(=O)N([C@@H](C)CO)C[C@H](C)[C@@H](CN(C)Cc1ccccc1F)O2	22	7	-9	-1	-0.5	-17	-1	-8
Cc1ccccc1NC(=O)c1c2c(nc3ccccc13)CCC2	1	9	23	4	0.1	0	-2	5
CC(C)(C)NC(=S)N1CCC2CC1c1c(Cl)cccc12 (configuration not stated)	-8	4	-4	1	0.1	0	/	3
C[C@H](CO)N1C[C@H](C)[C@H](CN(C)Cc2ccc(C(=O)Nc3ccccc3N)cc2)Oc2ccc(NS(=O)(=O)c3ccccc3)cc2C1=O	17	-4	0	13	0.0	32	-2	0
Cc1ccc(-n2c(-c3ccccc3)cc(/C=N/NC(=O)CC#N)c2-c2ccccc2)cc1	/	/	9	-3	0.4	6	-2	/
CC(=O)COC(=O)c1ccc2noc(-c3ccccc3)c2c1	27	/	-37	-2	0.2	-4	2	0
C[C@H](CO)N1C[C@H](C)[C@H](CN(C)C(=O)NC2CCCCC2)Oc2ccc(NC(=O)Cc3ccccc3)cc2C1=O	-17	-7	6	2	-0.8	4	-3	10
COc1ccc(CN(C)C[C@H]2OCCCC[C@@H](C)Oc3ccc(NS(=O)(=O)c4cccs4)cc3C(=O)N([C@@H](C)CO)C[C@@H]2C)cc1	/	-2	10	0	0.0	6	2	11
CN1C(C(=O)NCc2ccccc2)CC2Cn3c(nc4ccccc43)C21 (configuration not stated)	3	11	5	7	0.0	-3	-1	-1
Cn1c2ccccc2c(=O)c2cc(C#Cc3ccc(N)cc3)ccc21	-21	/	-13	/	0.0	/	/	-1
CCOc1ccc(-c2csc(Cn3c(CN4CCN(C)CC4)nc4ccccc4c3=O)n2)cc1	/	/	/	-1	0.4	-1	-1	/
COc1cc(/C=N/NC(=O)c2cc(-c3cccs3)nc3ccccc23)ccc1O	/	3	23	-5	-0.2	2	/	-1
CS(=O)(=O)c1ccc(Cl)c(NC(=O)COC(=O)c2ccc(S(=O)(=O)N3CCCC3)cc2)c1	12	3	1	0	0.1	-3	6	1
O=C(Nc1ccc(Cl)cn1)c1ccc([N+](=O)[O-])o1	/	-24	23	1	0.1	4	-3	/
OC[C@@H]1CN(Cc2ccc(F)cc2)C[C@H](n2cnc3c(N4CCCC4)ncnc32)O1	-5	/	3	/	0.0	-1	22	0
CC1(C)Cc2c(cnn2-c2ccc(F)cc2)C(NC(=O)CCN2CCCCO2)C1 (configuration not stated)	3	4	-1	-5	0.0	2	2	3
COc1ccc(N(C)S(=O)(=O)c2cccc(C(=O)NC3CCCC3)c2)cc1	-6	-15	8	7	0.3	-2	-2	1
COc1ccc(OCCSc2nnc(C)n2-c2ccccc2)cc1	-3	-9	-8	1	/	3	4	/
O=C(COc1ccc(F)c(Cl)c1)N1CCN(c2ccccn2)CC1	/	-5	-9	-4	-0.1	3	1	-2
CC(=O)c1c(N2CCN(Cc3ccccc3)CC2)nc(=S)n(-c2ccccc2)c1C	/	-6	?	-1	0.1	-15	-1	/
O=C(Nc1ccc(F)c(Cl)c1)c1ccccc1NC(=O)C1CCCCC1C(=O)O (configuration not stated)	8	/	-61	1	0.0	5	-4	-4
C[C@@H]1CN([C@H](C)CO)C(=O)c2cc(NC(=O)C3CCCCC3)ccc2O[C@H]1CN(C)C(=O)NC1CCCCC1	1	-7	-17	0	-0.2	6	5	-3
O=C(COc1ccc2ccccc2c1Br)N1CCCC1	/	2	-24	3	0.3	-12	2	0
Cc1nc(CNS(=O)(=O)c2ccc(Oc3ccccc3)cc2)cs1	-12	2	31	/	/	/	/	0
O=C(c1ccc2c(c1)OCO2)N1CC[C@H]2[C@H](CO)Nc3ccc(-c4ccccc4)cc3[C@H]21	-24	4	-13	13	0.0	-2	-1	-12
Cc1ccc(C)c(NC(=O)CN(C)C(=O)c2cc3ccccc3o2)c1	/	-2	/	-5	0.0	-3	-4	/
COc1ccc(NC(=O)C2CCCN2S(=O)(=O)c2ccc(F)cc2)cc1 (configuration not stated)	-1	4	2	/	0.1	-4	-3	-1
CCC(=O)N1CC(=O)N2[C@H](C1)[C@@H](c1ccc(-c3ccc(C#N)cc3)cc1)[C@@H]2CO	/	-6	5	0	0.0	-42	2	/
CCNC(=O)C1(C)CCCN(C(=O)c2csc3ccccc23)C1 (configuration not stated)	7	-8	12	-3	-0.1	-1	-1	0
CC1(C(=O)NS(=O)(=O)c2cccc(C#N)c2)CCN1C(=O)CCc1ccccc1 (configuration not stated)	-2	/	-3	6	-0.1	2	4	0
CCOc1ccc(S(=O)(=O)NCCC(=O)NCCOc2ccccc2OC)cc1	1	1	1	-4	0.0	1	-3	3
CCOC(=O)C1CCN(c2c(Nc3ccc4c(c3)OCCO4)c(=O)c2=O)CC1	2	1	-17	3	0.2	4	6	-3
C=CCOC(=O)C1=C[C@@H](c2ccc3c(c2)OCO3)C[C@@H](OCCCCO)O1	8	-1	7	1	0.0	-9	2	-4&6
CN1CCN(C(=O)C2=C[C@H](C3CCCCC3)C[C@H](OCc3ccc(CO)cc3)O2)CC1	-2	-14&-10	6	30*!	-0.1	-10&-6	4&-3	5&0
O=c1cc(CN2CCOCC2)c2ccc(O)c(O)c2o1	4	-1	-11	0	0.1	-2	3	2
C[C@H](CO)N1C[C@H](C)[C@H](CN(C)S(=O)(=O)c2cn(C)cn2)Oc2ccc(NS(=O)(=O)c3cn(C)cn3)cc2CC1=O	6	15	10	-4	-0.3	1	0	-5
COc1ccc(NC(C)=O)c([N+](=O)[O-])c1[N+](=O)[O-]	/	/	-15	4	0.1	-1	3	/
CO[C@H]1CN(C)C(=O)c2cc(NC(=O)Nc3ccccc3F)ccc2OC[C@H](C)N(CCC(F)(F)F)C[C@@H]1C	5	-5	14	-7	0.2	-2	-2	3

Next part
SMILES	Statin myotox sup	PGC1a acetyl inh	LGR2 antag	SIRT5 block	XiGFP reactiv	S100A4 inh HTS	ERAP1 inh	Cneo AK release
CN1C(=O)c2cc(NC(=O)C3CC3)ccc2OC[C@@H]2O[C@@H](CC(=O)NCCc3ccncc3)CC[C@H]21	-7	-4	-1	0	0.0	-37	-2	-4
CCOc1ccc(C(=O)COC(=O)CNC(=O)C2CCCCC2)cc1	1	2	1	-3	0.0	-5	-1	1
COc1ccc(S(=O)(=O)N(C)C[C@@H]2Oc3c(NS(=O)(=O)c4ccc(Cl)cc4)cccc3C(=O)N([C@H](C)CO)C[C@H]2C)cc1	-1	0	12	/	0.2	/	/	3
COC(=O)c1cc(CN2CCN(c3ccccc3)CC2)ccc1O	-28	-2	8	0	0.1	-17	2	-9
COC(=O)c1ccccc1NC(=O)NCCc1ccccc1OC	/	-19	-50	-3	-0.2	0	-3	/
CCCCN1C(=O)c2ccc(C(=O)Nc3ccccc3N3CCOCC3)cc2C1=O	/	/	14	1	0.0	-3	0	/
